# Compound activity deposited in PubChem BioAssay by several laboratories.
# HUVEC prolif 384: inhibitors of HUVEC proliferation, primary screen, cell-based, 384-well | CellTiter-Glo luminescence, 72 h; hits give low values | 86,000 tested, 1.1% active | viability, % at 10 µM (by protocol);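 active = viability at or below 30%; inactive = viability above 30%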;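 also: 100% = median luminescence of DMSO-only cell control wells on each plate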
# H69AR growth 86K: proliferation blockers of H69AR lung cancer cells, primary screen, cell-based, human, 86K library; viability, % at 10 µM; H69AR lung tumor viability, ATP luminescence, 72 h; hits give low values; 85,000 tested, 6% active;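 active = viability at or below 40%; inactive = viability above 40%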;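 also: multidrug resistant small cell line overexpressing MRP-1 efflux transporter; 100% = mean luminescence of untreated control wells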
# ERa SRC1 pot: enhancers of ERα–SRC-1 coactivator binding, primary screen, biochemical, TR-FRET, ERα LBD, low estradiol; TR-FRET ERalpha-LBD/SRC-Cy5 coactivator binding, 2 h; 100 = basal binding, no effect; coactivator binding (% of control), % at 25.6 µM; 86,000 tested, 1.3% active; AID 639, 2007; in the data active = activity above about 200%;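 also: binding measured in presence of low estradiol as agonist stimulus; 0% = peptide alone without receptor and 100% = receptor with peptide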
# Target sequence (P03372 whole entry, looked up, the tested form may be a part): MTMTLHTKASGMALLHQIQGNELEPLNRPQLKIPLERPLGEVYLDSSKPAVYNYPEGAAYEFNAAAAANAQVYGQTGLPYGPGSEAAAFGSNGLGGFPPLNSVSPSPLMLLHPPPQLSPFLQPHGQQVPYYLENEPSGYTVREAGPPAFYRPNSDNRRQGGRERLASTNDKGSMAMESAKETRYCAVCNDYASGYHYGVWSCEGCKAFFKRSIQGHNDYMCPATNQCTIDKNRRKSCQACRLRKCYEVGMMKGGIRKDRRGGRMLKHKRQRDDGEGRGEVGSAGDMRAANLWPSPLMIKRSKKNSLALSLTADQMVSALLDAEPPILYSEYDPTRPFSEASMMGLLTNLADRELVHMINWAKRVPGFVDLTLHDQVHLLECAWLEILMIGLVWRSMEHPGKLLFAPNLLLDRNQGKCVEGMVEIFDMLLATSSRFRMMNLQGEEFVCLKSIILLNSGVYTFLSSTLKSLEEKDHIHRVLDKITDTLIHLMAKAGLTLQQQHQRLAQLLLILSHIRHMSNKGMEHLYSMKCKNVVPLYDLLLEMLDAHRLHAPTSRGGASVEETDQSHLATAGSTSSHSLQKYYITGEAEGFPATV
# Lung fibro prol: antiproliferative effect on LL 47 fibroblasts – human, LL 47 cells, CellTiter-Glo luminescence, primary screen; viability, % at 10 µM; AID 719, 2007; 85,000 tested, 1.1% active; LL 47 human lung fibroblast viability, ATP luminescence; hits give low values;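 active = viability at or below 50% in the single dose screen; inactive = viability above 50%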;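 also: compound exposure lasted 72 h before the ATP readout; 100% = median luminescence of untreated cell-only wells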
#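 Material: human LL 47 lung fibroblast cells; quantity: 1,150 cells/well; medium: IMEM plus 15% FBS; doses: 0.1% DMSO in all compound wells; timing: overnight attachment after seeding, then 72 h compound exposure at 37 °C; detection: CellTiter-Glo luminescence; measure: % viability of median cell-only signal; controls: cell-only wells, no compound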
# ERb coact inh: inhibitors of ERβ-SRC1 coactivator interaction, primary screen, biochemical, TR-FRET, ERβ LBD, SRC-1 peptide. Estrogen receptor beta (Homo sapiens), Q92731. TR-FRET ER-beta LBD / SRC1-Cy5 peptide binding; receptor agonist-loaded with 1 µM estradiol. inhibition, % at 25.6 µM. 86,000 tested, 1.3% active;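 active = compounds whose percent inhibition of the receptor-coactivator binding signal exceeds about 50% in the single-dose screen, limit read from the data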;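 also: 0% = receptor plus peptide wells without compound and 100% = peptide-only wells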
# Target sequence (Q92731 whole entry, looked up, the tested form may be a part): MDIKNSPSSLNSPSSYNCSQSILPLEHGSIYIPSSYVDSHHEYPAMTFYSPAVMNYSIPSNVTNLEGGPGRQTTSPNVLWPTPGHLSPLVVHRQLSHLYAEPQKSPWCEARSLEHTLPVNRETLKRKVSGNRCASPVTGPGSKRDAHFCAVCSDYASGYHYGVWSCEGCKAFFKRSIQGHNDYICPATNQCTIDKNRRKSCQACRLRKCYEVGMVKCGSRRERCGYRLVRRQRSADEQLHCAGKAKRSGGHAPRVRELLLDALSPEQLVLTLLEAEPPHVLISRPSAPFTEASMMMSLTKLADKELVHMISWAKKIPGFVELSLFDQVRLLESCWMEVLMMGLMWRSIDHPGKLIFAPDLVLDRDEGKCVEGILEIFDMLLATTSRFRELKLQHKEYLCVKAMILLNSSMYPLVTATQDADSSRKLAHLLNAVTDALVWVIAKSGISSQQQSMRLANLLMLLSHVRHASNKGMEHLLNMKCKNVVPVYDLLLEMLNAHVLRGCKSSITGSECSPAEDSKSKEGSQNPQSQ
# Candida biofilm: clotrimazole potentiators killing Candida biofilms, primary screen, with clotrimazole, Alamar Blue. C. albicans biofilm + clotrimazole. inhibition, % at 6 µM. 85,000 tested, 0.14% active. AID 834, 2007;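 active = inhibition above 20%; inactive = inhibition below 20%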;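 also: preformed 24 hr biofilms exposed to compound for 48 hr; 0% = biofilm without compound and 100% = blank killed by clotrimazole plus chlorhexidine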
# sEH act: soluble epoxide hydrolase activators, primary screen, biochemical, human sEH | Bifunctional epoxide hydrolase 2 (Homo sapiens), P34913 | purified human sEH enzymatic activity, activator screen | activation, % at 2 µM | 91,000 tested, 0.04% active | AID 717, 2007; in the data active = activation above about 37%; also: values of inactives mirror those of a sister screen read the other way
# Smad3 FoxH1 inh: Smad3/FoxH1 peptide binding inhibitors, primary screen, biochemical, TR-FRET; Mothers against decapentaplegic homolog 3 (Homo sapiens), P84022; TR-FRET Smad3/Dy647-FoxH1 peptide binding, europium anti-His; inhibition, % at 25 µM; 88,000 tested, 0.29% active; AID 630, 2007;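 active = compounds that reduce the energy-transfer binding signal between the protein and its labelled peptide by more than half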;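 also: 0% = Smad3 plus labelled peptide maximal FRET and 100% = peptide-only background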
# ERa coact inh: ERα–SRC-1 coactivator interaction inhibitors, primary screen, biochemical, TR-FRET, ERα LBD, estradiol-bound; Estrogen receptor (Homo sapiens), P03372; TR-FRET ER-alpha LBD / SRC-1 peptide; inhibition, % at 25.6 µM; 86,000 tested, 1.7% active; AID 629, 2007; in the data active = inhibition above about 50%;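 also: 0% = receptor plus peptide control and 100% = peptide only without receptor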
# * hit, by the source's call; . = no result given; [ ] = dose if it differs, or a comment.
# Screens in order – HUVEC prolif 384	H69AR growth 86K	ERa SRC1 pot	Lung fibro prol	ERb coact inh	Candida biofilm	sEH act	Smad3 FoxH1 inh	ERa coact inh
> COc1cccc(C(=O)Cn2c(N3CCOCC3)nc3c2c(=O)n(C)c(=O)n3C)c1
 : 94.9	54.6	97.1	95.3	-19.8	4.8	.	6.3	-51.1
> CCn1c(-c2ccco2)nc2ccccc21
 : 93.1	86.8	108.5	98.2	5.7	4.3	10.1	6.9	-9.9
> O=C1CCNc2cc3ccccc3cc21
 : 90.5	58.0	21.3[fluorescence artefact?]	93.6	78.4*[fluorescence artefact?]	3.0	-6.8	9.6	82.2*[fluorescence artefact?]
> CCCCOCCCNC(=O)c1ccc2c(c1)OCO2
 : 86.5	90.8	123.6	94.5	-0.8[fluorescence artefact?]	11.3	-9.2	14.9	-3.6
> Cc1nc2ccccn2c1C(=O)NCc1cccnc1
 : 96.8	92.2	107.6	104.6	-5.7	7.4	2.0	-1.0	4.3
> O=C1CSC(c2cn(-c3ccccc3)nc2-c2ccc3c(c2)OCCO3)N1CCN1CCOCC1 (stereo not drawn)
 : 94.9	72.0	56.3	89.7	2.3	2.6	7.7	1.1	-1.7
> Cc1ccc(-c2nnn(CC(=O)NCC3CC3)n2)o1
 : 100.8	83.6	102.7	94.4	-14.4	5.2	2.9	3.0	-3.2
> N#CCCSc1ncnc2c1oc1ccccc12
 : 62.4	92.1	82.4	101.2	-4.2[fluorescence artefact?]	-0.6	3.0	13.8[fluorescence artefact?]	7.9
> COc1ccc(C(c2nnnn2CS(=O)(=O)c2ccc(C)cc2)N2CCN(c3ncccn3)CC2)cc1 (stereo not drawn)
 : 99.0	87.9	103.3	99.7	-10.3	0.9	4.8	-1.7	-2.6
> CC(=O)Nc1ccc(NS(=O)(=O)c2cccc3ccccc23)cc1
 : 99.1	97.6	90.3	97.5	-6.1	1.1	-4.7	6.4	-4.9
> CCn1c(SCC(=O)N2c3ccccc3CC2C)nnc1-c1ccco1 (stereo not drawn)
 : 95.5	78.8	108.3	104.0	-4.5	-2.4	-9.6	7.8	4.0
> N=C1C(c2nc3ccccc3[nH]2)=C(O)CN1c1ccc(CC(=O)O)cc1
 : 88.7	79.0	51.5[fluorescence artefact?]	103.4	57.5*	-1.5	-8.9	-10.0	24.8[fluorescence artefact?]
> Cc1ccc(CNC(=O)CCCn2c(=O)c3ccccc3n(CC(=O)NC3CCCC3)c2=O)cc1
 : 86.7	96.9	95.3	94.3	-26.4	5.7	.	15.0	-28.2
> CC(C)N(Cc1nc(-c2ccc(Cl)cc2)no1)C(=O)CCCN1C(=O)c2ccccc2C1=O
 : 96.5	110.8	90.6	99.9	1.5	15.9	.	14.5	-0.5
> Cc1oc(C(=O)O)cc1COc1ccc2c3c(c(=O)oc2c1C)CCCC3
 : 105.1	100.5	96.1	107.3	13.9	.	.	2.8	10.0
> CN(C)/C=C1\N=C(c2ccc(Cl)cc2Cl)OC1=O
 : 91.4	88.0	115.3	93.4	-1.6	5.0	-7.4	-0.7	-2.8
> COC(=O)C1=C(N)Oc2cc(C)n(Cc3ccco3)c(=O)c2C1c1cccc(Cl)c1 (stereo not drawn)
 : 107.6	94.6	96.8	99.5	9.6[fluorescence artefact?]	10.0	18.2	4.2	-4.8
> CC(C)C[C@H](NC(=O)Nc1ccc(S(N)(=O)=O)cc1)C(=O)O
 : 98.7	107.9	110.5	101.4	9.4	-5.1	-15.4	-16.1	-1.0
> Cn1c(=O)c2cc(S(=O)(=O)NCCC(=O)NCCc3ccc(Cl)cc3)ccc2n(C)c1=O
 : 86.2	84.7	108.0	88.3	0.8	4.5	-17.6	10.1	0.9[fluorescence artefact?]
> COc1ccc(CCn2c(NCCCN3CCOCC3)nc3c2c(=O)[nH]c(=O)n3C)cc1
 : 85.5	85.9	115.2	104.2	2.7	-1.0	-2.9	-1.2	-0.4
> O=c1[nH]c2ccc(Cl)cc2c(-c2ccccc2)c1SC(=S)N1CCOCC1
 : 60.2	74.1	30.0[fluorescence artefact?]	62.9	-12.4	-5.6	8.1	-8.1	-0.5[fluorescence artefact?]
> CC(C)NS(=O)(=O)c1ccc(CCC(=O)NCc2ccco2)cc1
 : 96.1	87.9	126.5	103.4	8.3	7.5	.	14.4[fluorescence artefact?]	-2.9
> COc1ccc(OC)c(C(C)NC(=O)c2ccco2)c1 (stereo not drawn)
 : 84.8	21.9*	90.5[fluorescence artefact?]	99.5	-4.0	.	6.0	3.9	-4.5
> COc1ccc(C)cc1S(=O)(=O)N1CCN(Cc2ccccc2)CC1
 : 98.3	94.8	115.9	98.7	-1.0	1.6	-12.1	-2.0	0.3
> CC1CC(O)(Cc2ccccc2)C(C)CN1C (stereo not drawn)
 : 93.2	102.4	103.9[fluorescence artefact?]	107.3	11.5	4.9	7.6	-4.2	-0.7[fluorescence artefact?]
> COC(=O)[C@@H](NC(=O)NCc1ccccc1Cl)C(C)C
 : 106.7	104.8	119.4	100.1	-1.0[fluorescence artefact?]	-1.0	-89.1	6.8[fluorescence artefact?]	-3.2[fluorescence artefact?]
> CCCCC(=O)NC(Nc1cc(C)ccn1)(C(=O)OCC)C(F)(F)F (stereo not drawn)
 : 99.4	92.4	105.3	103.3	1.1[fluorescence artefact?]	3.4	-14.4	-3.6	7.9[fluorescence artefact?]
> O=C(CSc1nnc(-c2cccnc2)n1C1CCCCC1)NC1CCCCC1
 : 90.8	98.1	110.2	97.3	-7.4	5.3	4.0	-15.8	-8.7
> COC(=O)C1CCN(S(=O)(=O)c2cn(C)c(=O)n(C)c2=O)CC1
 : 97.4	93.7	114.9	91.9	3.2	12.1	14.4	3.8	-5.5
> O=C(NCC1CCCO1)C1CCN(C(=O)c2ccc(Br)cc2)CC1 (stereo not drawn)
 : 98.4	76.5	104.3	96.9	12.9	5.8	2.9	9.8	14.6

# Complete entries from above:
# Entry for CCCCC(=O)NC(Nc1cc(C)ccn1)(C(=O)OCC)C(F)(F)F (stereo not drawn) = HUVEC prolif 384: 99.4; H69AR growth 86K: 92.4; ERa SRC1 pot: 105.3; Lung fibro prol: 103.3; ERb coact inh: 1.1[fluorescence artefact?]; Candida biofilm: 3.4; sEH act: -14.4; Smad3 FoxH1 inh: -3.6; ERa coact inh: 7.9[fluorescence artefact?]
# Entry for COc1ccc(C)cc1S(=O)(=O)N1CCN(Cc2ccccc2)CC1 = HUVEC prolif 384: 98.3; H69AR growth 86K: 94.8; ERa SRC1 pot: 115.9; Lung fibro prol: 98.7; ERb coact inh: -1.0; Candida biofilm: 1.6; sEH act: -12.1; Smad3 FoxH1 inh: -2.0; ERa coact inh: 0.3

# The listing continues.
# Screens in order – HUVEC prolif 384	H69AR growth 86K	ERa SRC1 pot	Lung fibro prol	ERb coact inh	Candida biofilm	sEH act	Smad3 FoxH1 inh	ERa coact inh
> CCOC(=O)C1CCN(CC(=O)N2C(C)CCCC2C)CC1 (stereo not drawn)
 : 96.5	81.5	115.1[fluorescence artefact?]	106.0	2.3[fluorescence artefact?]	0.7	.	1.6	3.0[fluorescence artefact?]
> O=C(c1cc(Cl)cc(Cl)c1)N1CCOCC1
 : 104.9	97.0	111.7	96.2	-2.6	-0.1	10.3	0.9	-10.7
> COC(=O)C(C)NC(=O)C12CC3CC(CC(C3)C1)C2 (stereo not drawn)
 : 101.0	103.3	103.5	98.7	-6.0	5.0	-6.0	5.7	2.4
> COCCCNC(=O)COc1ccc(S(=O)(=O)Nc2ccccc2)cc1
 : 89.3	94.2	108.4	104.0	4.1	10.8	-9.0	9.4	-2.0
> COCCn1c(C)cc(C2=NNC(=Nc3ccc(OC)cc3)SC2)c1C
 : 48.5	85.2	100.3[fluorescence artefact?]	71.5	-12.6	-0.6	1.0	28.5	1.0
> CCC(C)NC(=O)CNS(=O)(=O)c1ccc(C)cc1 (stereo not drawn)
 : 91.6	80.8	106.7	97.8	34.2	7.3	1.2	-10.0	24.5
> Cc1ccc(N(C(=O)Cn2nnc3ccccc32)C(C(=O)NC2CCCCC2)c2cn(C)nc2C)cc1 (stereo not drawn)
 : 93.2	90.9	123.7	91.0	-3.0	10.0	-4.1	1.0	-0.9[fluorescence artefact?]
> CSc1c(C#N)c(N)c(C#N)c2c1COC(C)(C)C2
 : 101.4	80.4	93.4	96.3	-8.9	5.3	-1.0	5.3	-11.2
> CCCN1C2CCCC1CC(NC(=O)c1cc(OC)c(OC)c(OC)c1)C2 (stereo not drawn)
 : 88.4	89.1	113.9	97.2	-6.6	6.1	3.3	11.2	2.4
> Cc1ccccc1NS(=O)(=O)c1cc(C(=O)NCc2ccco2)ccc1C
 : 74.3	94.4	104.8	91.0	6.9	2.7	-14.9	-14.0	1.0
> C/C(=N\S(=O)(=O)c1ccc(C)cc1)N1CCN(S(=O)(=O)c2ccccc2)C1C(C)C (stereo not drawn)
 : 94.5	79.8	99.5	94.7	11.3	-2.0	-30.0	8.0	-6.6
> COc1cc(NC(=O)CN(c2cc(C)cc(C)c2)S(=O)(=O)c2c(C)noc2C)cc(OC)c1
 : 92.1	92.4	118.9	95.8	-10.4	11.4	1.8	3.1	-3.7
> COc1ccc(NC(=O)C2CCN(C(=O)NC3CCCCC3)CC2)c(OC)c1
 : 96.1	93.8	117.2	102.1	-2.3	5.2	-4.2	6.5	-13.3
> CCOC(=O)CN1CC23C=CC(O2)C(C(=O)Nc2ccc(C(C)=O)cc2)C3C1=O (stereo not drawn)
 : 93.7	95.0	102.5	95.5	0.9	18.5	-3.2	-1.1	-3.2
> Cc1cc(=O)[nH]c(SCC(=O)Nc2ccc(Br)cn2)n1
 : 87.8	93.0	114.4	106.9	-3.9	2.1	-10.7	12.6[fluorescence artefact?]	2.4
> Cc1cccn2c(=O)c3cc(C(=O)NC(C)C)c(=N)n(Cc4ccncc4)c3nc12
 : 88.7	67.3	118.2	97.5	-1.8	8.1	.	1.9	2.4
> COc1ccc(OCC(=O)Nc2ccc(S(=O)(=O)Nc3cc(C)nc(C)n3)cc2)cc1
 : 92.7	98.1	106.9	94.7	-3.5	6.6	-6.8	9.6	9.4
> O=C(NCCCCc1ccccc1)c1ccc(Br)o1
 : 98.4	115.8	104.7	97.8	-6.5	8.9	-8.9	14.2	-2.3
> COC(=O)c1ccc(NC(=O)CSc2nncn2C)cc1
 : 102.7	88.4	125.6	100.8	9.9	8.9	8.2	12.3[fluorescence artefact?]	0.8
> Cc1nnc2c(-c3ccccc3)nc3ccccc3n12
 : 87.8	96.0	116.3	93.6	3.1[fluorescence artefact?]	1.9	-11.0	7.5	3.9
> CC(C)CC(=O)N1CCN(CC2CC=CCC2)CC1 (stereo not drawn)
 : 93.8	97.9	110.4	100.2	11.3	-2.8	9.2	4.2	20.7
> O=C(NCc1ccccc1)N1CCC(n2cnc3cc(F)ccc32)CC1
 : 88.9	91.3	117.8	90.6	5.5	5.1	-2.9	-3.6	-2.6
> Cc1ccc(OCC(=O)N/N=C\c2ccco2)c(C)c1
 : 93.0	93.4	102.7	108.2	-6.8	-2.9	11.7	-1.1	-5.6
> CCSc1nnc(-c2ccccc2NC(=O)CC)c(=O)[nH]1
 : 108.3	99.5	101.5	103.3	-9.6	-5.8	17.3	1.5	-4.4

# Only part of the results is shown; the hit share may differ from the screen's.
